Screening results (PubChem)
Pf Dd2 inh: qHTS Primary assay for Inhibitors of Plasmodium falciparum Dd2 growth in vitro; actives 4.3% (n = 120,000); Potency, µM (highest dose often 28.9 µM), for the others: at the top dose activity, negative = inhibition, usual class: inhibitors; AID 1347417, 2020; P. falciparum Dd2 growth, SYBR Green, 72 h; active means well fitted inhibition curve with a large enough effect; inconclusive means small, poorly fitted or top-dose-only effect; inactive means no such curve, though single readings can be large or run the other way;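 further: plate controls were DMSO vehicle for no effect and reference drug for full effect; nearly all actives have a fitted effect of over 65% in size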
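Infected erythrocytes (Dd2, 0.3% parasitemia, 2.5% hematocrit final) are added to compound in RPMI-1640/Albumax II medium, grown 72 h at 37C in low oxygen, then lysed with saponin/Triton-X containing SYBR Green and read by fluorescence.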
* marks the source's active call; other numbers are inactive results; i = inactive; u = inconclusive; [ ] = dose if it differs, or a comment. Potency means the concentration at half of the fitted maximal effect.

SMILES	Pf Dd2 inh
CCOc1ccc(C(=O)N(Cc2cc(OC)c(OC)c(OC)c2)c2ccccn2)cc1	20%
NC(=O)c1cccnc1N1CCC2(CC1)CC(C(=O)O)N(C(=O)C1CC1)C2 (stereo not given)	-6%
CC(C)(C)OC(=O)N1CCC(c2c(C(=O)N3CCN(c4ncccn4)CC3)cnn2-c2ccc(F)cc2)CC1	u
O=c1c2nc(-c3ccc(Cl)cc3)ccc2ncn1Cc1ccccn1	u
O=C(Nc1ccc(F)cc1)c1ccc(-n2cnnc2)cc1	26%
CC(=O)c1ccc(NC(=O)O[C@@H]2CO[C@H]3[C@@H]2OC[C@@H]3NC(=O)c2ccccc2)cc1	-11%[44.1 µM]
Cc1ccc(C)c(Cn2c(=O)n(CC3CCC(C(=O)N4CCOCC4)CC3)c(=O)c3sccc32)c1 (stereo not given)	u
Cc1ccc(-c2nc3ccccn3c2Nc2ccc3c(c2)OCO3)o1	u
COCCN1C(=O)CS(=O)C12CCN(S(=O)(=O)c1c(C)noc1C)CC2 (stereo not given)	13%
COc1ccc(CCNC(=O)c2ccc3c(c2)N(Cc2cc(C)ccc2C)C(=O)c2ccccc2S3=O)cc1OC (stereo not given)	4.5µM*
COc1cc(Cl)c(NS(=O)(=O)c2ccc3[nH]c(=O)ccc3c2)c(OC)c1	15%
Cc1nc(S(=O)(=O)N2CCN(c3cccc(Cl)c3)CC2)cn1C	43%[activator]
CC1=C[C@@H](CNCc2ccccn2)[C@H](C(C)C)C[C@H]1Cc1nnc(-c2ccccc2)o1	3.5µM*
CCOC(=O)c1c(C)n(-c2ccc(OC)cc2)c2ccc(OC(=O)COc3ccccc3)cc12	11µM*
CC(=O)c1cc(-c2ccc(F)cc2)n(CC(=O)NC(C)c2ccccc2)c1C (stereo not given)	2%
Cc1ccc(S(=O)(=O)c2cn(Cc3cccc(C)c3)c3cc4c(cc3c2=O)OCO4)cc1	-11%
O[C@@H]1C[C@@H](c2nc(C3CC3)no2)N(Cc2ccc(OC(F)(F)F)cc2)C1	i
Cn1c(CO[C@H]2CN(Cc3ccc(S(C)(=O)=O)cc3)C[C@H]2F)nc2ccccc21	-6%[44.1 µM]
Cc1cccc(S(=O)(=O)N2CCC(n3cnnc3C3CC3)CC2)c1	-20%
Cc1ccc(NC(=O)N2CCC(CCNC(=O)c3cccc(F)c3)CC2)cc1	u
Cc1ccc2c(c1)C(c1ccccc1)N(C(=O)c1ccccc1F)CC(=O)N2 (stereo not given)	i
Cc1nn(C)c(C)c1-c1ccnc(NCC2CC(=O)N(C3CCCC3)C2)n1 (stereo not given)	i
Cc1ccccc1Cn1c(CN2CCC(C(=O)NCCN(C)C)CC2)cc2ccccc21	1µM*
COCc1ccc2c(c1)c(OC(C)(C)C(=O)N1CC(O)C1)nn2CCC(C)C	u
COc1ccc(C(=O)c2cn(Cc3ccccc3F)c3cc4c(cc3c2=O)OCCO4)cc1OC	u

(more compounds)
SMILES	Pf Dd2 inh
COc1ccc2nc(N(Cc3cccnc3)C(=O)c3ccc(Cl)cc3)sc2c1	u
CC(C)Oc1ccc(C(=O)Nc2nonc2-c2ccc(OC(C)C)cc2)cc1	u
CC(=O)N1CCN([C@H]2[C@@H]3OC[C@@H](O3)[C@@H](NC(=O)Nc3cccc(C(F)(F)F)c3)[C@@H]2O)CC1	-15%
Cc1cccc(Nc2nn3c(=O)c4cc5c(cc4nc3s2)OCO5)c1	i
O=C(c1ccco1)N1CCN(C(=O)C2CN(S(=O)(=O)C3CC3)CC23CCCCC3)CC1 (stereo not given)	i
Cc1nn(C)c(C)c1CNC(=O)C1CCc2sc(C(=O)N3CCOCC3)cc2C1 (stereo not given)	18%
CCOc1cccc(CN(C)Cc2cn[nH]c2-c2ccc(F)cc2)c1O	u
Cc1cc(C)cc(NS(=O)(=O)c2ccc3c(c2)NC(=O)C(C)S3)c1 (stereo not given)	4%
Cc1cc(=O)n(Cc2c(F)cccc2Cl)c2c1c(C)nn2C	20%
CCOc1ccccc1CNC(=O)c1ccc(-n2c(C)cc3c2CCC(C)C3)cc1 (stereo not given)	13µM*
Cc1ccccc1CC(=O)N1CCN(c2cc(-c3ccc(Cl)cc3)[nH]n2)CC1	u
CCC(=O)Nc1cc(C(=O)NCC(C)C)c2ccc(C)nc2c1	-6%
COCCN1Cc2ccc(Nc3ccc(OC)cc3)nc2C(C)(C(=O)NC(C)C)C1 (stereo not given)	13µM*
O=C(c1coc(COc2cccc(F)c2)n1)N1CCCCC1c1nccs1 (stereo not given)	-18%
COCCCNC(=O)c1sc2nc(C)c(C(=O)Nc3ccc(C)cc3C)c(-c3ccc(Cl)cc3)c2c1N	u
COCC(=O)N[C@@H]1C=C[C@@H](c2c(C)nn(-c3ccc(C(C)(C)C)cc3)c2C)C1	-14%[44.1 µM]
COc1cccc(CNC(=O)[C@@H]2C[C@@H](O)CN2C2CCN(C(=O)c3nccc4ccccc34)CC2)c1	i
O=C(NC1CCCN(c2cc(-c3ccc(F)cc3)[nH]n2)C1)c1ccncc1 (stereo not given)	i
COc1ccc(C(=O)N[C@@H]2CCC[C@@H]2C(=O)NCCCN2CCOCC2)cn1	-15%
COc1ccccc1C(O)c1nc(Nc2cccc(F)c2)n[nH]1 (stereo not given)	i
Cc1cccc(NC(=O)c2cc(-c3ccc4c(c3)OCCO4)on2)c1	13%
CCN(CC)C(=O)[C@@H]1C[C@H](n2cc(-c3cccc(OC)c3)nn2)CN1	-13%
CCOCCn1nc(C)cc1C(=O)N1CCC2(CC(=O)NC2=O)C1 (stereo not given)	5%
COc1ccc(N2CCN(C(CNC(=O)C(=O)NCc3ccc(C)cc3)c3cccnc3)CC2)cc1 (stereo not given)	u
Cc1cccc(NC(=O)N2C[C@@H](F)C[C@H]2C(=O)N2CCc3ccccc3C2)c1	25%

Reformatted as labelled records: part of the list above.
> CCOCCn1nc(C)cc1C(=O)N1CCC2(CC(=O)NC2=O)C1 (stereo not given)
  Pf Dd2 inh: 5%

> COc1ccccc1C(O)c1nc(Nc2cccc(F)c2)n[nH]1 (stereo not given)
  Pf Dd2 inh: i

> Cc1cccc(Nc2nn3c(=O)c4cc5c(cc4nc3s2)OCO5)c1
  Pf Dd2 inh: i

The listing continues:
SMILES	Pf Dd2 inh
CCc1nnc([C@@H]2CC(F)(F)CN2C(=O)CCn2cccn2)o1	20%
CN(C(=O)CN1C(=O)CCSc2ccc(S(=O)(=O)N3CCCC3)cc21)c1ccccc1	i
COc1ccc(NC(=O)c2cnc[nH]2)cc1	12%
Cc1ccncc1C(=O)N1CC(c2nc(CCN(C)C(=O)C3CC3)no2)C1	4%
Cc1nc(C)c(C(=O)NCC23CCC=C2N(C)C(=O)CC3)s1 (stereo not given)	i
CCn1nc(CC(C)C)cc1C(=O)NC1CCCN(c2ncccn2)C1 (stereo not given)	-3%
Oc1ccc(-c2nc(C3CC3)nc3c2CCN(Cc2ccccn2)CC3)cc1	i
O=c1ncn(CC2CC2)c2ccc(-c3ccc(F)cc3)nc12	-17%[44.1 µM]
CCOc1ccc(-n2c(=O)c3c4c(sc3n(CC(=O)NC(C)CC)c2=O)CCCCC4)cc1 (stereo not given)	30%[activator]
CCS(=O)(=O)N1CCc2cc(C(=O)N3CCN(c4ccccc4)CC3)ccc21	u
O=C1NC(C(=O)O)Cn2cccc21 (stereo not given)	31%
O=C(NCc1ccccc1)N1CCCCC1c1nc(C2CC2)n[nH]1 (stereo not given)	-10%
CCOc1ccc(Nc2nc3ccccc3n3c(CC)nnc23)cc1	0%
Cc1nnc(-c2cc(-c3cccc(F)c3)ccn2)n1C1CCCCC1	-19%[44.1 µM]
CCCSc1nc2c([nH]c3ccccc32)c(=O)n1C	6%
Cc1ccc(-c2nn3c(=O)cc(CN4CCN(C(=O)Nc5cc(Cl)ccc5C)CC4)nc3s2)cc1	i
Cc1ccccc1C(=O)N1CCC2(CC1)OCC(C(=O)N1CCOCC1)N2C(=O)c1cccc(F)c1 (stereo not given)	-19%
O=C(CCC1CCN(C(=O)c2ccccc2)CC1)N1CCC(Cc2ccccc2)CC1	-19%
CC1Cc2ccccc2N1C(=O)CSc1nnc(-c2ccccc2Cl)o1 (stereo not given)	-7%
COc1ccc(OC)c(CCNC(=O)c2csc3c2CCCCC3)c1	5%
O=C(NCc1ccc2c(c1)CCN2C(=O)c1ccccc1)Nc1cccc(C(F)(F)F)c1	0%
Cc1ccccc1CN1CCn2c(nn(CC3COc4ccccc4O3)c2=O)C1=O (stereo not given)	u
CSc1ccc(CC2C(=O)Nc3ccccc32)cc1 (stereo not given)	u
C[S+](=O)([O-])N1CC2ON=C(C(=O)N3CCN(c4ncccn4)CC3)C2C1 (stereo not given)	14%
COCCC(=O)N1CCCCCNC(=O)[C@@H]2CCC[C@@H]21	-1%

(continued)
SMILES	Pf Dd2 inh
CCOC(=O)C1=C(CN2CCN(C)CC2)NC(=O)NC1c1ccc(F)cc1 (stereo not given)	49%[activator]
CSc1ccc(CNC(=O)C2CCCN(S(=O)(=O)N(C)c3ccc(F)cc3)C2)cc1 (stereo not given)	u
Cc1nn(-c2ccccc2)c(C)c1Cc1nc(C(C)C)no1	-3%
O=C1OCC2(CCN(Cc3ccn[nH]3)C2)N1c1ccncc1 (stereo not given)	13%[44.1 µM]
N#Cc1ccc(CN2CCC[C@H]2C(=O)N2CCCCCCNC(=O)CC2)cc1	u
CCN(CC)C(=O)C(NC(=O)c1ccc(OC)cc1)C1CCN(C(=O)c2ccc(F)cc2)CC1 (stereo not given)	i
O=C(C1CC1)N1CCC(OCCOc2cccnc2)CC1	53%[activator]
CCn1nc(C)c(-c2cc(C(=O)N3CCCCCCNC(=O)[C@@H]4CCCC[C@@H]43)no2)c1C	u
Cc1ncc2c(c1CNC(=O)c1ccccc1F)CCN(C(=O)Cc1ccc3c(c1)OCO3)C2	-13%
COc1ccc(CN2C(=O)O[C@@H]3CN(S(=O)(=O)N(C)C)C[C@@H]32)cc1OC	1%
O=C(NCc1ccc(F)cc1)c1ccc2c(c1)N(Cc1ccc(F)cc1Cl)C(=O)CS2	i
COc1ccc2c(c1)c1c(c(=O)n(CCc3ccccc3)c(=O)n1Cc1ccc(F)cc1)n2C	-25%
CN1CCC(N[C@@H]2CCC[C@@H](C(=O)N(C)Cc3cccnc3)CC(=O)N(C)C2)CC1	8%[44.1 µM]
COCCCNC(=O)c1c[nH]c2ncccc12	-22%[44.1 µM]
CCC1c2nccn2CCCN1C(=O)c1cc(C)n(CCCOC)c1C (stereo not given)	u
COCC1CN(C(C)=O)CC12CCN(Cc1c[nH]c3ccccc13)CC2 (stereo not given)	-6%
O=[N+]([O-])c1cc(-c2nc(-c3ccccc3)no2)ccc1N1CCOCC1	8%
O=C(c1ccc(OC(F)(F)F)cc1)N1CCC(N2CC3CC(C2)[C@H]2CCCC(=O)N2C3)CC1 (stereo not given in full)	u
CCCSc1nc2ccccc2c(=O)n1-c1ccccc1OC	-8%
CNC(=O)[C@H]1C[C@H](Oc2ccccc2)CN1C(=O)NCCc1ccccc1	-7%
CC(C)CCN1CCC(C2CCN(Cc3ccccn3)C2)CC1 (stereo not given)	u
Cc1nn(CCC(=O)Nc2cccc(C#N)c2)c(C)c1S(=O)(=O)N1CCC(C)CC1	i
CC(=O)c1cc2c(cc1N/C(=N/S(=O)(=O)c1ccc(C)cc1)c1ccc(Cl)cc1)OCO2	3%
COc1ccc(C(=O)NC2CCN(c3nc4ncccc4o3)CC2)cc1	10%
CN(C)c1ccc(NC(=O)Cn2c(SCc3ccccc3F)nc3cccnc32)cc1	-2%

Rewritten as labelled records: 2 of the compounds above.
> CCN(CC)C(=O)C(NC(=O)c1ccc(OC)cc1)C1CCN(C(=O)c2ccc(F)cc2)CC1 (stereo not given)
  Pf Dd2 inh = i
> O=C(C1CC1)N1CCC(OCCOc2cccnc2)CC1
  Pf Dd2 inh = 53%[activator]

Next structures follow.
SMILES	Pf Dd2 inh
CCOC(=O)c1ccc(NC(=O)CCc2c(C)nc3cc(-c4ccc(OC)cc4OC)nn3c2C)cc1	5µM*
O=C(NC1CCCCC1)N1c2ccccc2CC1c1noc(C2CCOCC2)n1 (stereo not given)	-5%
COCC1CN(Cc2ccc(C(F)(F)F)cc2)CC12CCNCC2 (stereo not given)	u
O=C(COc1ccccc1)N1CC[C@H](c2nnc(-c3ccccc3)o2)C1	u
Cn1cc(C(=O)NCc2ccccc2)c(=O)c2cc(S(=O)(=O)N3CCCCCC3)ccc21	u
O=C(N[C@@H]1CN(C(=O)c2cc(-c3ccc(F)cc3)n[nH]2)CC[C@@H]1CO)C1CC1	-15%
C#CCNC(=O)C1CCCN(c2nc3ncccc3o2)C1 (stereo not given)	-9%[44.1 µM]
CCC(CC)CN1C[C@]23C=C[C@H](O2)C(C(=O)N(C)Cc2nccs2)C3C1=O (stereo not given in full)	-6%
COc1ccc(C2=NOC3(CCCN(C(=O)C4CCCCC4)C3)C2)cc1 (stereo not given)	-17%

Random excerpt: 3 records from the list.
SMILES	Pf Dd2 inh
O=C(COc1ccccc1)N1CC[C@H](c2nnc(-c3ccccc3)o2)C1	u
COc1ccc(C2=NOC3(CCCN(C(=O)C4CCCCC4)C3)C2)cc1 (stereo not given)	-17%
Cn1cc(C(=O)NCc2ccccc2)c(=O)c2cc(S(=O)(=O)N3CCCCCC3)ccc21	u

Only part of the results is shown, so the mix of outcomes need not match the whole.
